UDG counterscr = blocks uracil-DNA glycosylase in AID counter-screen; FRET deamination/UDG coupled assay, UDG read, 4 h; Potency, µM (doses to about 115 µM), for the others: top-dose activity change, negative = inhibition, usual class: inhibitors; actives 0.14% (n = 91,000); AID 1347430; note: nearly all actives have a fitted effect of over 65% in size
AID inh = blocks human AID cytidine deaminase activity; Q9GZX7; AID deamination FRET fluorescence, UDG-coupled, 4 h; Potency, µM (series often up to 115 µM), for inactives: at the top dose activity change, negative = inhibition, actives largely listed as inhibitors; actives 0.32% (n = 91,000); AID 1347428; note: nearly all actives have a fitted effect of over 25% in size
Target sequence (Q9GZX7 whole entry, looked up): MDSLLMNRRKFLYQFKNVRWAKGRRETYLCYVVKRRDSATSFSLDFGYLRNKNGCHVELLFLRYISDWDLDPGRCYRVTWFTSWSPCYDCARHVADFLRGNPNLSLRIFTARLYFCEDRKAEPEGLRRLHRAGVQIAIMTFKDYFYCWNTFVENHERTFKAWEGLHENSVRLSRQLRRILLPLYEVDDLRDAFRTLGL
* marks the source's active call; other numbers are inactive results; ? = inconclusive; [ ] = remark or other dose. Calls come from the whole dose curve; as a rule, active = well fitted curve in the direction sought with a large enough effect; inconclusive = small, poorly fitted or top-dose-only effect, or another doubt; inactive = no such curve, though single readings can be large; an effect the other way counts as inactive or inconclusive. % is set by controls: 0 for no effect and ±100 for the full control effect; potency is the fitted concentration of half-maximal effect. An excerpt; the hit share may differ from the screen's.

no. | Structure | UDG counterscr | AID inh
1 | CC(C)c1cnc2c(c1SCC(=O)NC(C)(C)C)c(=O)n(C)c(=O)n2C | -10%[57.5 µM] | 2%
2 | O=C(CSc1nc2ccccc2n1Cc1cccc(F)c1)N1CCN(c2ccc(F)cc2)CC1 | 6% | 42%[activator]
3 | COc1ccc(CNC(=O)COCc2cc(-c3ccc4c(c3)OCO4)on2)cc1 | -12% | 10%
4 | Cc1ccc2nc(CN3CCN(S(=O)(=O)c4ccc(F)cc4)CC3)oc2c1 | -6% | -18%
5 | N#Cc1ccc(-c2cccs2)nc1SCC(=O)Nc1cccc(C(F)(F)F)c1 | 2% | 187%[activator]
6 | Cc1nc2nc(-c3ccc(Cl)cc3Cl)nn2c(C)c1CCC(=O)Nc1ccc(F)cc1 | 0% | 27%
7 | Cc1ccc(NC(=O)CN2CCN(C3CCCCC3)C(=O)C2=O)cc1 | -14% | -4%
8 | CCCCCCNC(=O)CC#N | 6% | 23%
9 | CCCCCCc1ccc(C(=O)Oc2ccc(Cl)cc2)cc1 | -7% | -5%
10 | Cc1ccc(CNC(=O)c2ccc(S(=O)(=O)N3CCCC3)cc2)cc1 | -2% | -15%
11 | Cc1ccc(NC(=O)c2c(C)oc3nc(C)nc(N4CCCC4)c23)c(C)c1 | 6% | 4%
12 | O=[N+]([O-])c1ccc(Oc2cccc3cccnc23)c2ccncc12 | -7% | -9%
13 | CCC(C)Nc1ccc2c(cc1=O)[C@@H](NC(C)=O)CCc1cc(OC)c(OC)c(OC)c1-2 (stereo partly drawn) | 0% | -3%
14 | COc1ccc(OC)c(CCNC(=O)c2nc(-c3ccc(Cl)cc3)n3c2CCCCC3)c1 | -10%[57.5 µM] | ?
15 | CC(c1cccc2ccccc12)N(C(=O)c1cccs1)C1CC1 (stereo not drawn) | -10% | -25%
16 | Cc1cc(C)c(NC(=O)C2CCCC2)c(C)c1 | 8% | -3%
17 | CC1=C(C#N)C(O)(C(F)(F)F)C(=O)N1 (stereo not drawn) | 6% | 2%
18 | Cc1nc2nc(NCc3cccc(Cl)c3)[nH]n2c(=O)c1Cc1ccccc1 | -9% | 20%
19 | COc1ccc(C)cc1Nc1nc(N)c(C(=O)c2cccc(Br)c2)s1 | -4% | 0%
20 | CC(CCc1ccccc1)NC(=O)c1nc(Cc2c[nH]c3ccccc23)no1 (stereo not drawn) | -3% | 5%
21 | CCc1ccc(NC(=O)CSc2nc3c(c(=O)[nH]2)CN(Cc2ccc(Cl)cc2)CC3)cc1 | -9% | -24%
22 | COc1ccc(CCNC(=O)CCc2c(C)nc3c4c(C)cc(C)nc4nn3c2C)cc1OC | -3%[57.5 µM] | -9%
23 | Cc1ccc(/C(=C\CN2CCCC2)c2ccccn2)cc1 | -4% | -3%
24 | O=S(=O)(c1ccccc1)N1CCN(Cc2cccc3cccnc23)CC1 | 5% | 4%
25 | CCN(CC)S(=O)(=O)NCc1ccnc(Oc2ccc(OC)cc2)c1 | -4% | 0%
26 | NC(=O)Cc1csc(NC(=O)CCc2ncc(-c3ccc(F)cc3)o2)n1 | -4% | -6%
27 | CCC(CO)NS(=O)(=O)c1ccc(Cl)c2ccccc12 (stereo not drawn) | 2% | 1%
28 | Cc1ccc(S(=O)(=O)CC(=O)c2cccc(-c3ccc(I)cc3)c2)cc1 | 3% | -2%
29 | Cc1cc(C)c(NS(=O)(=O)c2c(C)cc(N3C(=O)CCS3(=O)=O)cc2C)c(Cl)c1 | -2% | 2%
30 | O=C(Nc1nc2ccccc2n1CCOc1ccccc1Cl)c1ccccc1 | 55%[activator] | 8%
31 | Nc1nn(Cc2ccccc2F)cc1Br | 4% | 1%
32 | CN(C(=O)c1ccc(F)cc1)C1CCCCC1 | -2% | -4%
33 | CC1(C)C(=O)Nc2ccccc2N1C(=O)COC(=O)c1cccs1 | 11% | 3%
34 | CC(C)C(Br)C(=O)Nc1cc(Cl)ccc1Cl (stereo not drawn) | 4% | 0%
35 | Cc1ccc(C)c(NC(=O)CN(C)C(=O)COc2cccc(F)c2)c1 | 0% | -1%
36 | O=C(NCCC1=CCCCC1)c1ccc2c(c1)N(Cc1ccc(Cl)cc1)C(=O)c1ccccc1S2(=O)=O | -8% | -1%
37 | COc1ccc2[nH]c(C)c(C(=O)CN3CCC(C)CC3)c2c1 | 0% | -10%
38 | COCC(C)NC(=O)c1cc2c(=O)n3cccc(C)c3nc2s1 (stereo not drawn) | 1%[57.5 µM] | -2%
39 | CCc1cccc(C)c1NC(=O)Cn1ccn(-c2ccc(OC)cc2)c(=O)c1=O | 0% | 5%
40 | COc1cc(C(=O)OC2CCCCC2=O)ccc1OCc1ccc(Cl)cc1 (stereo not drawn) | -3% | 3%
41 | O=C(O)C1Oc2ccccc2O1 | 3% | 10%
42 | N#Cc1nc(-c2ccc(Cl)cc2)oc1N1CCOCC1 | -3% | -1%
43 | CCN(CC)C(=O)c1cccc(NC(=O)c2cnc3ccccc3n2)c1 | -3% | 4%
44 | COc1ccc(C(=O)Oc2c(C)cc(C(O)(C(F)(F)F)C(F)(F)F)cc2C)cc1 | 2% | 0%
45 | CCOc1cc(/C=C/c2ccc3cccc(OC(C)=O)c3n2)ccc1OC(C)=O | 5% | 29%
46 | Cc1oc2cc(OCC(=O)N[C@H](C)C(=O)O)ccc2c(=O)c1-c1ccc(Cl)cc1 | -4% | -9%
47 | CCN(CC)CCNc1nc2c(c(=O)n(C)c(=O)n2C)n1CC(O)COc1ccccc1C (stereo not drawn) | -3% | -10%
48 | O=C(CCn1cccn1)NCc1ccc(Cl)cc1 | 9% | 0%
49 | CCCn1nc(C(=O)NC2CCCCCC2)c2ccccc2c1=O | -3% | -10%
50 | CC(=O)c1ccc(C(=O)N(Cc2cccnc2)c2nc3c(Cl)cccc3s2)cc1 | 29% | ?
51 | O=C(Nc1ccccc1)C1CCCN1c1ncnc2ccccc12 (stereo not drawn) | -4% | -8%
52 | CCCNC(=O)c1cnc2sc(N3CCCCCC3)nn2c1=O | -7% | -14%
53 | COCCn1c(SCc2ccccc2F)nnc1-c1ccccc1 | -1% | -5%
54 | CC1Cc2ccccc2N1C(=O)CCc1ncc(-c2c(F)cccc2F)o1 (stereo not drawn) | 2% | -16%
55 | COc1ccc(-c2cc(C(F)(F)F)nc(SCC(=O)N(C)Cc3ccccc3)n2)cc1OC | -10% | -22%
56 | COc1cc(C#N)cc(Br)c1OCc1ccccc1 | 3% | 16%
57 | COc1ccc(OC)c(NC(=O)COC(=O)CCS(=O)(=O)c2ccc(Cl)cc2)c1 | 0% | -5%
58 | CN(c1nnc(NC(=O)Nc2ccccc2C(F)(F)F)s1)C1CCCCC1 | -3% | -14%
59 | COc1cccc(C(=O)OC(C)C(=O)C23CC4CC(CC(C4)C2)C3)c1OC (stereo not drawn) | -5% | -9%
60 | c1ccc(-c2ccn[nH]2)cc1 | -4% | -4%

The listing continues:
no. | Structure | UDG counterscr | AID inh
61 | O=C(Cn1c(=O)n(-c2ccccc2)c(=O)c2sc3ccccc3c21)NC1CCCC1 | 3% | 1%
62 | O=C(NCCCN1CCN(c2ccc(F)cc2)CC1)c1cc2c(s1)-c1ccccc1OC2 | -9% | ?
63 | OC12CC3CC(C1)CC(NCc1ccc(-c4ccccc4)cc1)(C3)C2 | 1% | 0%
64 | CC1=C(C(=O)NCc2ccccc2Cl)C2(CCCCCC2)OC1=O | 20% | -14%
65 | O=C(c1ccco1)N1CCN(/C=C/C(=O)C(F)(F)F)CC1 | 0% | 2%
66 | O=C(Nc1nc(-c2cccc3ccccc23)cs1)c1ccccn1 | 3% | -7%
67 | CCn1cc(S(=O)(=O)Nc2ccc(F)c(F)c2)cn1 | 0% | -9%
68 | Cc1ccccc1CCNC(=O)Cn1ncc2ccccc2c1=O | -14% | -6%
69 | CCOc1ccc(CCNC(=O)c2cnc3c(-c4ccccc4)c(C)nn3c2C)cc1OCC | 0% | -8%
70 | O=C(NCCc1ccccc1)c1cc(-c2ccncc2)nc2ccccc12 | 4% | 2%
71 | Fc1ccc(-c2cc(-c3ccccc3)c3c(n2)-c2ccccc2OC3)cc1 | -3% | -17%
72 | CCOc1ccc(CCNC(=O)CN2N=C(c3ccccc3)CCC2=O)cc1OCC | 3%[57.5 µM] | 0%
73 | CCn1c(SCC(=O)Nc2ccc(Cl)cn2)nc2ccccc21 | -3% | -4%
74 | O=C(NCCc1ccccc1F)NC1CC1 | -1% | 4%
75 | Cc1cccc(CSc2nc3c(c(=O)[nH]2)C(c2cccc(O)c2)CC(=O)N3)c1 (stereo not drawn) | -31% | ?
76 | O=C(NC1CCCc2ccccc21)C1CC=CCC1 (stereo not drawn) | 1% | 3%
77 | N#CC1(C#N)CC2(O)NC(=O)C1(C#N)C(c1ccccc1)C2Br (stereo not drawn) | 2% | 2%
78 | O=C(C1CC1)N1CCN(c2nc(-c3ccccc3)c3ccccc3n2)CC1 | -4% | -5%
79 | COc1cc(NC(=O)Cn2nnnc2-c2ccccc2F)cc(OC)c1OC | 3%[57.5 µM] | ?
80 | O=C(NCc1nnc2n1CCCCC2)c1nn(Cc2ccccc2)c(=O)c2ccccc12 | -15% | -18%
81 | O=S(=O)(c1ccc(Cl)cc1)N1CCN(c2nc(-c3cccs3)nc3ccccc23)CC1 | -9% | -2%
82 | COc1ccc(CNc2nc(-c3ccc(Cl)cc3)nn2S(=O)(=O)c2ccc(C)cc2)cc1 | -7% | -24%
83 | CC1(C)CC(NC(=O)C2CCC(CNC(=O)CNC(=O)c3ccccc3)CC2)CC(C)(C)N1 (stereo not drawn) | 2% | 21%
84 | CCCCNC(=O)Cc1n[nH]c(=O)c2ccccc12 | 0% | -2%
85 | CCc1ccc(OCCSc2nc3ccccc3n2CC(=O)N2CCCCC2)cc1 | 10% | 7%
86 | COc1ccccc1NC(=O)CSc1nnc(CN2CCCCC2)n1-c1ccc(F)cc1 | 6% | -3%
87 | Cc1cc2oc(C(=O)Nc3ccc(F)cc3)cc(=O)c2cc1C | 4% | -2%
88 | O=c1cc(CSc2ncn[nH]2)[nH]c2c(Cl)cccc12 | -13%[57.5 µM] | ?
89 | CCOC(=O)c1ccccc1NC(=O)CSc1ncc2c(n1)-c1ccccc1N(CC)S2(=O)=O | -23% | -5%
90 | Cc1ccc2nc(/C(C#N)=C/c3sccc3C)[nH]c2c1 | -4% | 7%

Reformatted screen by screen: four of the compounds above
81: O=S(=O)(c1ccc(Cl)cc1)N1CCN(c2nc(-c3cccs3)nc3ccccc23)CC1
86: COc1ccccc1NC(=O)CSc1nnc(CN2CCCCC2)n1-c1ccc(F)cc1
69: CCOc1ccc(CCNC(=O)c2cnc3c(-c4ccccc4)c(C)nn3c2C)cc1OCC
82: COc1ccc(CNc2nc(-c3ccc(Cl)cc3)nn2S(=O)(=O)c2ccc(C)cc2)cc1

Assay by compound,81,86,69,82
UDG counterscr,-9%,6%,0%,-7%
AID inh,-2%,-3%,-8%,-24%

Other compounds
no. | Structure | UDG counterscr | AID inh
91 | Cc1ccc(SCCOc2ccccc2C=O)cc1 | -5% | -18%
92 | CCN(CC)c1nc2c(c(=O)n(C)c(=O)n2C)n1CC(O)COc1ccccc1 (stereo not drawn) | -3% | -3%
93 | CCOc1ccc(-c2nc(CSCC(=O)NCc3ccc(Cl)cc3)c(C)o2)cc1 | -14% | -14%
94 | CC12CC3CC(C)(C1)CC(NCc1cccnc1)(C3)C2 | 4% | 0%
95 | Cc1cc(NC(=O)CCNC(=O)c2ccc3ccccc3c2)n[nH]1 | -5% | 5%
96 | Cn1c(=O)c2nc3ccc(NC(=O)C(F)(F)F)cc3nc2n(C)c1=O | 24% | 273%[activator]
97 | CC(C)CNC(=O)NC(=O)CN(C)C1CCCCCC1 | 3% | -2%
98 | CC(C)Oc1ccc(C(=O)Nc2nc3c(s2)CC(C(C)(C)C)CC3)cc1 (stereo not drawn) | ? | -3%
99 | Cc1cccc(NC(=O)c2sc3nc4c(cc3c2N)CN(Cc2ccccc2)CC4)c1 | 2% | 157%[activator]
100 | Cc1ccc(-c2cc(C(=O)N(Cc3ccc(C(C)(C)C)cc3)Cc3ccco3)no2)cc1 | ? | -19%
101 | COc1ccc(NC(=O)Cc2nnc(SCC(=O)NC34CC5CC(CC(C5)C3)C4)n2C)cc1 | -26% | -14%
102 | O=C(COc1cccc(Cl)c1)N1CCC(c2nc3ccccc3s2)CC1 | -16%[57.5 µM] | -10%[57.5 µM]
103 | Cc1ccccc1C(=O)Oc1ccc(F)cc1C(=O)/C=C/c1ccccc1F | -11% | -14%
104 | CCC(C(=O)Nc1cc(-c2nc3cccnc3s2)ccc1C)c1ccccc1 (stereo not drawn) | 7% | 4%
105 | CCOc1ccc(C(=O)Nc2cccc(OCc3cc(=O)n4cc(C)sc4n3)c2)cc1 | -1% | 7%
106 | CCCN(CCC)C(=O)Cn1c(=O)n(Cc2ccc(C(=O)NCCc3ccc(OC)c(OC)c3)cc2)c(=O)c2ccccc21 | ? | ?
107 | COCCSc1ccc2c(c1)OCCCO2 | -14% | -4%
108 | CCc1ccc(N(CC)C(=O)c2cc3c(=O)oc4ccc(C)cc4c3s2)cc1 | 1% | 11%
109 | N#CC(Cc1ccccc1CO)c1nc2ccccc2s1 (stereo not drawn) | 0% | 43%[activator]
110 | COc1cccc(Cn2cc(C(=O)c3ccccc3)c(=O)c3cc4c(cc32)OCO4)c1 | -5% | ?
111 | O=S(=O)(NCc1csc(Br)c1)c1ccc(Br)s1 | 6% | 2%
112 | COc1ccc(OC)c(NC(=O)c2ccc3c(=O)n4c(nc3c2)CCCCCC4)c1 | 5% | -3%
113 | O=C(Nc1cccc(Cl)c1SC(F)F)C1CCCC1 | -7% | -2%
114 | COc1ccc(-n2nc3c(N4CCCC(C(=O)NCCc5ccccc5C)C4)nnc(C)c3c2C)cc1 (stereo not drawn) | -3% | 34%

In the list so far, 2 have a COOH group:
no. | Structure | UDG counterscr | AID inh
41 | O=C(O)C1Oc2ccccc2O1 | 3% | 10%
46 | Cc1oc2cc(OCC(=O)N[C@H](C)C(=O)O)ccc2c(=O)c1-c1ccc(Cl)cc1 | -4% | -9%

Compound activity as filed in PubChem BioAssay.
